Screens (PubChem)
DT40 TDP1 CPT = qHTS for Inhibitors of human tyrosyl-DNA phosphodiesterase 1 (TDP1): qHTS in cells in presence of CPT. chicken DT40 Tdp1-/-;hTDP1 cells + 20 nM CPT, ATP luminescence, 48 h. Potency, µM (series often up to 46.2 µM), inactives show top-dose activity change, negative = growth inhibition, usual class: inhibitors. 420,000 tested, 12% active. AID 686979, 2013; also: nearly all actives have a fitted effect of over 55% in size
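Chicken DT40 Tdp1-/- cells complemented with human TDP1, 400 cells/well, exposed to compounds plus 20 nM camptothecin for at least 48 h at 37 C; viability read as ATP content by CellTiter-Glo luminescence.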
TDP1 cell noCPT = qHTS for Inhibitors of human tyrosyl-DNA phosphodiesterase 1 (TDP1): qHTS in cells in absence of CPT | 420,000 tested, 15% active | Potency, µM (highest dose often 46.2 µM), for inactives: top-dose activity change, negative = growth inhibition, usual class: inhibitors | DT40 Tdp1-/- hTDP1 cells, no CPT, ATP luminescence, 48 h; also: nearly all actives have a fitted effect of over 55% in size
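Chicken DT40 Tdp1-/- cells complemented with human TDP1, screened without camptothecin (DMSO vehicle only), 400 cells/well. Compounds pin-transferred, cells incubated at 37 °C for at least 48 hr. Growth read as ATP-dependent luminescence (CellTiter-Glo, 30 min at RT).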
GCN5L2 inh = qHTS Assay for Inhibitors of GCN5L2 | GCN5L2 HAT assay, ThioGlo1 CoA-SH fluorescence | Potency, µM (highest dose often 58.9 µM), for the others: top-dose activity change, negative = inhibition, hits mostly inhibitors | 390,000 tested, 0.21% active
Target sequence (Q92830 whole entry, looked up): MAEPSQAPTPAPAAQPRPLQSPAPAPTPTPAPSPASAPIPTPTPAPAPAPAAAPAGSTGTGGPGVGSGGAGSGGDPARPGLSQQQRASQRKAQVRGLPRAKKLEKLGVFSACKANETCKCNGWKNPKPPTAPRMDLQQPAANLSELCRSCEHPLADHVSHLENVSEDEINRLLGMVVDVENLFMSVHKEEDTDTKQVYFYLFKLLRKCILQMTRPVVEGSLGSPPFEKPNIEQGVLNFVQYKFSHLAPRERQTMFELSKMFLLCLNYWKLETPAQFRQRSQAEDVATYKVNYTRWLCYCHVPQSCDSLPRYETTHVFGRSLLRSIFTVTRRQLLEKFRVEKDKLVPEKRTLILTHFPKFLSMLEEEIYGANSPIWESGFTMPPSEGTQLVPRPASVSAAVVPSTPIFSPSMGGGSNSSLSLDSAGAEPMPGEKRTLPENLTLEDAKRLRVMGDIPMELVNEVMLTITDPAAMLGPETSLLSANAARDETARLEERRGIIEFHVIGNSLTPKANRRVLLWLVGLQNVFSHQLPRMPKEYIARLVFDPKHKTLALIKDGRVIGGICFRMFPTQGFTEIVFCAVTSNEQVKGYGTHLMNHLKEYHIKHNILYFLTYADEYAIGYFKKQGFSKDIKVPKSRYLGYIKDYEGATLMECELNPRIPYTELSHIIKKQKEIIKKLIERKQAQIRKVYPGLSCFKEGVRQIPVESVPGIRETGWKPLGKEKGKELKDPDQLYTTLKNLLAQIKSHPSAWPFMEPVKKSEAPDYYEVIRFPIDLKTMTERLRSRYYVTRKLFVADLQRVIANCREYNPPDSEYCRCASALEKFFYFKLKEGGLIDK
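GCN5L2 (20 nM) in 50mM HEPES pH 7.5, 0.1mM EDTA, 0.01% Tween-20 preincubated 15 min with compounds at room temperature. Reaction started with H3(1-25) 75uM, acetyl-CoA 70uM, ThioGlo1 50uM; CoA-thiol fluorescence (Ex340/Em540) read at 0 and 20 min.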
* hit, by the source's call; ? = inconclusive; · = no result given; & = joins results of further samples; [ ] = dose if it differs, or a comment. Calls follow the shape of the dose curve; as a rule, active = well fitted curve in the direction sought with a large enough effect; inconclusive = small, poorly fitted or top-dose-only effect, or another doubt; inactive = no such curve, though single readings can be large; an effect the other way counts as inactive or inconclusive. % is scaled to controls: 0 for no effect and ±100 for the full control effect; potency is read from the fitted curve at half-maximal effect.

Sequence of screens: DT40 TDP1 CPT | TDP1 cell noCPT | GCN5L2 inh
Cc1c(Cl)cccc1NC(=O)CN1C(=O)C(C)N=C(c2ccccc2)c2ccccc21 (stereo not given)
  -15% | 23µM* | -1%
CC(=NCCO)c1c(O)n(C)c(=O)n(C)c1=O
  -8% | -1% | -1%
CN1C(=O)CN=C(c2ccccc2)c2cc([N+](=O)[O-])ccc21
  ? | 17µM* | 8%&1%
O=C1CN=C(c2ccccc2)c2oc3ccc(Br)cc3c2N1
  -19% | ? | -5%
O=C1C=CC(=O)C2C1C1(Cl)C(Cl)=C(Cl)C2(Cl)C1(Cl)Cl (stereo not given)
  ? | ? | ·
Cc1cccc(NC(N)=S)c1
  -23% | -18% | -1%
Cc1nonc1-c1nc(-c2nonc2N)n[nH]1
  -6% | -2% | -3%
O=c1c(C=Nc2cccnc2Cl)c(O)n(CCCCl)c(=O)n1C1CCCCC1
  -6% | ? | -2%
NC[C@H](CS(=O)(=O)O)c1ccc(Cl)cc1
  22% | -1% | 9%[0.501 µM]
Cc1ccc(OCC(=O)N2CCN(Cc3ccc4c(c3)OCO4)CC2)cc1C
  -6% | -27% | -6%
COc1ccc(CCNCc2ccsc2)cc1OC
  4% | 9% | -5%
NC(=O)C1(N2CCCCC2)CCN(Cc2ccccc2)CC1
  -14% | -14% | 1%
CC(=O)C1C(N2CC2)CC2C3CCC4=CC(=O)CCC4(C)C3CCC21C (stereo not given)
  7.3µM* | 12µM* | ·
Cn1c(O)c(C=Nc2ccc(F)cc2)c(=O)[nH]c1=O
  -3% | -21% | -5%
CCCCOC(=O)C1=C(N)OC2=C(C(=O)CCC2)[C@]12C(=O)N(C)c1ccccc12
  -16% | -19% | -10%
CCCCCCN=C(C)c1c(O)n(Cc2ccccc2)c(=O)[nH]c1=O
  -6% | ? | 2%
CNCCc1ccc(O)c(O)c1
  8.2µM* | 5.2µM* | 0%
[Hg+][c]1ccccc1
  0.089µM* | 0.1µM* | 0.45µM*
CSCCC(c1nnnn1C1CCCC1)N1CCC2(CC1)C(=O)NCN2c1ccccc1 (stereo not given)
  ? | ? | ·
Cc1cc(OCc2nn[nH]n2)c2c3c(c(=O)oc2c1)CCCC3
  -7% | 13% | -12%

(listing goes on)
Sequence of screens: DT40 TDP1 CPT | TDP1 cell noCPT | GCN5L2 inh
COC(=O)C1=C(C)NC(COC(N)=O)=C(C(=O)OC(C)C)C1c1cccc(Cl)c1Cl (stereo not given)
  30µM* | 33µM* | ·
CC1(C)C(C(=O)NCc2ccco2)C1(C)C
  6% | -16% | 3%
CN(C(=O)Cc1ccc(Cl)c(Cl)c1)C(CN1CCCC1)c1cccc(N=C=S)c1 (stereo not given)
  5.2µM* | 3.3µM* | 3%
CCc1cccc(NC(=O)c2ccc(NC(=O)N3CCSc4ncccc43)cc2)c1
  21µM* | 16µM* | -11%
NC(Cc1ccccc1Cl)c1nn[nH]n1 (stereo not given)
  14% | -10% | ·
COc1ccc(OCC#CCN2CCCCCC2)cc1
  3% | -21% | -7%
O=C(CCC(=O)N1CCC2(CC1)OCCO2)Nc1nnc(C(F)(F)F)s1
  -6% | -2% | 0%
C=CCn1c(O)c(C(C)=NCCCN2CCOCC2)c(=O)[nH]c1=O
  6% | 10% | 2%
COC(=O)C1=C(c2ccc(C(C)=O)cc2)C[C@@H]2CC[C@H]1N2C(=O)NCc1ccc2c(c1)OCO2
  -30% | ? | -1%
Cc1ccc(CN2CCSc3ccc(C(=O)N4CCC5(CC4)OCCO5)cc32)cc1
  ? | ? | -10%
COc1ccccc1-n1c(/C=C/c2ccccn2)nc2ccccc2c1=O
  ? | ? | 2%
CC(C)NC(=O)Cn1cc(C(=O)c2ccccc2F)c2ccccc21
  -25% | -26% | 2%
Cc1cccc(-n2c(/C=C/c3ccc([N+](=O)[O-])o3)nc3ccccc3c2=O)c1
  3.3µM* | 4.6µM* | -3%
O=C1NC(=O)C(=Cc2coc3ccc(O)cc3c2=O)C(=O)N1
  16µM* | 21µM* | -2%
CCC(C)C(=O)c1c(O)c(C)c2oc3c(C)c(O)c(C(=O)C(C)CC)c(O)c3c2c1O (stereo not given)
  ? | ? | ?
COc1ccccc1N1CCN(Cc2cccc(OC)c2O)CC1
  ? | -20% | -2%
CC1(C)C2([N+](=O)[O-])CNCC1([N+](=O)[O-])CNC2
  -2% | -5% | 0%
O=P(C(c1ccc2c(c1)OCO2)N1CCOCC1)(N1CCOCC1)N1CCOCC1 (stereo not given)
  -4% | -1% | -4%
COc1ccccc1-n1c(-c2cccs2)nc2ccccc2c1=O
  15µM* | 13µM* | -5%
CCCCn1c(=O)c(C(=O)NCc2ccccc2Cl)c(O)c2ccccc21
  ? | ? | -12%

The listing continues.
Sequence of screens: DT40 TDP1 CPT | TDP1 cell noCPT | GCN5L2 inh
Clc1ccc2c(c1)C(c1ccccc1Cl)=NCc1nncn1-2
  -27% | -7% | 1%
Cc1cc(C(=O)Cn2nnc(-c3ccc(Cl)cc3)n2)c(C)n1-c1ccccc1
  -18% | ? | -12%
CCOC(=O)C1CCN(C(C)C(=O)c2c(C)[nH]c3cc(C)ccc23)CC1 (stereo not given)
  3% | -8% | 3%
CCCc1c(C)nc(-c2ccc(C)cc2)nc1OC(=O)N(C)C
  15% | -24% | -5%
COC(=O)C1=C(C)NC(C)=C(C(=O)OCC(C)=O)C1c1ccccc1[N+](=O)[O-] (stereo not given)
  19µM* | 12µM* | ·
Cc1cccc(C)c1OP(N)(=O)Oc1c(C)cccc1C
  ? | ? | 1%
Oc1cc2c(cc1CN1CCN(c3ccccc3)CC1)CCC2
  ? | -27% | -5%
CCn1cc2nc(SCc3cccc(C(F)(F)F)c3)n(Cc3ccc(OC)cc3)c(=O)c2n1
  21µM* | 15µM* | -2%
O=C(O)CCn1cc(C=C2C(=O)NC(=S)NC2=O)c(-c2cc3ccccc3oc2=O)n1
  1% | 12% | 1%
O=C(NCCN1CCC2(CC1)C(=O)NCN2c1cccc(F)c1)c1ccc2ccccc2c1
  ? | ? | ·
Cc1ccc(C)c(OCc2cc(C(=O)N3C[C@H]4C[C@@H](C3)c3cccc(=O)n3C4)no2)c1
  -6% | 7% | ?
O=C(c1cc([N+](=O)[O-])ccc1N1CCNCC1)N1CCOCC1
  1% | -2% | 27%
COc1ccc(NC(=O)CN2C3CCC2CC(O)(c2cccnc2)C3)cc1OC (stereo not given)
  -11% | -17% | -2%
CCn1c(=O)n(CC(=O)N2CCC3(CC2)OCCO3)c(=O)c2ccccc21
  -4% | -15% | -6%
COc1ccc(Br)cc1CNCCc1cccc(Cl)c1
  18µM* | ? | -8%
CCCCC(F)(F)[C@@]1(O)CC[C@H]2[C@@H](CC(=O)[C@@H]2CCCCCCC(=O)O)O1
  ? | ? | ·
CN1CCN(c2ccc([N+](=O)[O-])c(N3CCCCC3)c2)CC1
  -7% | -27% | -3%
CC(=O)O[C@H]1C[C@@H]2OC3C=C(C)CCC3(C)[C@@]1(C)[C@@]21CO1 (stereo not given in full)
  0.58µM* | 1µM* | ·
CCCCn1c(O)c(C=NCCCN(CC)CC)c(=O)[nH]c1=O
  2% | 0% | 2%
Cn1ncc2c(NCc3ccc(Cl)cc3)ncnc21
  ? | ? | -2%

Going on with the list:
Sequence of screens: DT40 TDP1 CPT | TDP1 cell noCPT | GCN5L2 inh
Cc1cccc(N2C(=O)NC(=O)C3(Cc4cc(C)ccc4N(C)C3)C2=O)c1 (stereo not given)
  1% | ? | 0%
CCN(CC)CCSc1nc2ccccc2c(=O)n1-c1ccc(Cl)cc1
  7.3µM* | 21µM* | 0%
N=Cc1c(O)n(-c2cccc(Cl)c2)c(=O)[nH]c1=O
  -10% | 9% | -2%
CN(C)C(=O)Oc1ccc(C(=O)c2ccccc2)cc1
  -6% | -8% | 1%
O=C(Nc1ccccc1)c1cc(C2CCCN(C(=O)C3CC3)C2)on1 (stereo not given)
  ? | ? | ·
CN1CCN(Cc2cc3c(cc2[N+](=O)[O-])OCO3)CC1
  -8% | -29% | -9%
C[C@]12CCCCC1=CC(=O)C1C2CC[C@@]2(C)C1C[C@@H](F)[C@@H]2O (stereo not given in full)
  ? | 16µM* | ·
C/C=C1/C[N@@+]2(C)CC[C@]34C(=C(C=O)[C@H]1C[C@H]32)Nc1ccccc14
  9% | -2% | -12%
COc1ccc(CN2CCCC(C(=O)c3cccc(Cl)c3)C2)cc1 (stereo not given)
  ? | ? | -10%
CNS(=O)(=O)c1ccc(N=Cc2c(O)n(-c3ccccc3)c(=O)[nH]c2=O)cc1
  4% | -1% | -1%
Cc1cc(OCC(=O)NCC(O)c2ccccc2)c2c3c(c(=O)oc2c1)CCC3 (stereo not given)
  ? | ? | -23%
Cc1cc(/C=C2\C(=O)NC(=O)N(c3ccc(Cl)cc3)C2=O)c(C)n1-c1sc2c(c1C#N)CCCC2
  ? | ? | 33%[activator]
CCOC(=O)C1=CC(=C2C(=O)N(CC)C(=S)N(CC)C2=O)c2ccccc2O1
  1% | -9% | -7%
OCC1OC(n2cnc3c(Cl)ncnc32)C(O)C1O (stereo not given)
  9.2µM* | 4.6µM* | 0%
CCNC(=O)O/N=C(\C)c1sc(-c2ccccc2)nc1C
  ? | ? | 5%
O=c1c2ccccc2nc(/C=C/c2ccc(O)c(O)c2)n1-c1ccccc1
  ? | 26µM* | -7%
CN1C(=O)C(=Cc2ccc(OCCN(C)c3ccccn3)cc2)C(=O)N(C)C1=O
  -1% | 9% | -8%
CCCCCn1c(=O)c(C(=O)Nc2ncccc2C)c(O)c2ccccc21
  ? | ? | -1%
CCN1c2nc3ccccn3c(=O)c2CC2(C(=O)N(C)C(=O)N(C)C2=O)C1C (stereo not given)
  -5% | -8% | -2%
O=C(CSc1oc(-c2ccccc2)nc1S(=O)(=O)c1ccc(Cl)cc1)Nc1ccc(F)cc1
  10µM* | ? | -10%

Given field by field: four of the compounds above.
> Cc1cc(/C=C2\C(=O)NC(=O)N(c3ccc(Cl)cc3)C2=O)c(C)n1-c1sc2c(c1C#N)CCCC2
  DT40 TDP1 CPT: ?
  TDP1 cell noCPT: ?
  GCN5L2 inh: 33%[activator]

> CCOC(=O)C1=CC(=C2C(=O)N(CC)C(=S)N(CC)C2=O)c2ccccc2O1
  DT40 TDP1 CPT: 1%
  TDP1 cell noCPT: -9%
  GCN5L2 inh: -7%

> OCC1OC(n2cnc3c(Cl)ncnc32)C(O)C1O (stereo not given)
  DT40 TDP1 CPT: 9.2µM*
  TDP1 cell noCPT: 4.6µM*
  GCN5L2 inh: 0%

> CCNC(=O)O/N=C(\C)c1sc(-c2ccccc2)nc1C
  DT40 TDP1 CPT: ?
  TDP1 cell noCPT: ?
  GCN5L2 inh: 5%

Later entries:
Sequence of screens: DT40 TDP1 CPT | TDP1 cell noCPT | GCN5L2 inh
COC(=O)C1=Nc2ccccc2/C1=C\c1c(O)n(-c2ccc(Br)cc2)c(=O)[nH]c1=O
  ? | ? | -23%
CCc1cc(OC)c(C[C@H](C)N)cc1OC
  ? | ? | ·
O=S1(=O)CCN(CCc2c[nH]c3ccccc23)CC1
  2% | -16% | 3%
COC(=O)C1=C(c2ccc(F)cc2F)C[C@@H]2CC[C@H]1N2C(=O)NCC1CC1
  -4% | ? | 0%
COC(=O)C1=C(c2cccc(OC)c2OC)C[C@@H]2CC[C@H]1N2C(=O)NCc1ccc(F)cc1
  -26% | -16% | ·
CCOc1cccc(N2C(=O)/C(=C/c3ccco3)C(=O)NC2=S)c1
  -3% | -20% | ?
O=C(O)Cc1ccc(OCCNC[C@H](O)c2ccccc2)cc1
  -17% | ? | ·
Cc1ccc(C)c(-n2c(C)nc3ccccc3c2=O)c1
  ? | ? | -1%
CC(C)(C)c1[nH]nc2c1C(c1ccoc1)C(C#N)=C(N)O2 (stereo not given)
  0% | ? | -8%
O=C(CC[N+](=O)[O-])OCC1OC(O)C(OC(=O)CC[N+](=O)[O-])[C@@H](OC(=O)CC[N+](=O)[O-])C1OC(=O)CC[N+](=O)[O-] (stereo not given in full)
  ? | 5.8µM* | 1%
O=c1[nH]c(=O)n(Cc2ccco2)c(O)c1C=NCc1cccs1
  2% | -14% | ·
COC(=O)C1=C(c2ccccc2OCc2ccccc2)C[C@@H]2CC[C@H]1N2C(=O)NCc1cccc(C(F)(F)F)c1
  ? | 16µM* | -9%
CCc1ccc(Nc2nc3c(S(=O)(=O)c4ccc(C)cc4)nnn3c3ccsc23)cc1
  3.7µM* | 3.7µM* | 1%
CCC(C)n1c(O)c(C=NC(C)c2ccccc2)c(=O)[nH]c1=S (stereo not given)
  2% | 0% | -12%
CC12CCC3C(CCC4(O)CC(O)CCC34C=NO)C1(O)CCC2C1=COC(=O)C1 (stereo not given)
  16µM* | 8.2µM* | ·
CP(=O)(O)C1=CCNCC1
  -7% | -1% | -4%&10%

An excerpt; the hit share may differ from the screen's.
